Assay outcomes from PubChem.
EPAC2 antagonist: antagonists of human EPAC2; AID 720708; Q8WZA2; Potency, µM (doses to about 114 µM), without a hit: at the highest dose activity, negative = inhibition, usual class: inhibitors; 360,000 compounds, 0.18% hits; EPAC2 GEF exchange of Rap1B-BODIPY-GDP, fluorescence; also: potency is read from the fitted curve at half-maximal effect; % is scaled to controls: 0 for no effect and ±100 for the full control effect; nearly all actives have a fitted effect of over 45% in size; many of its hits are not listed in these tables
Akt phos inh: Akt phosphorylation inhibition; 360,000 compounds, 0.32% hits; activity change, % for hits at 50 µM; AID 651550; Neuro2A IGF-stimulated pAkt S473 HTRF, 20 min; hits give low values; in the data active = activity change below about -80%; inconclusive = mostly about -51% to -80%; also: % is scaled to controls: 0 for no effect and ±100 for the full control effect
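Neuro2A cells in DMEM with 0.5% FBS, overnight at 37 deg C, given compound at single 50 µM final, then IGF (6 nM final) for 20 min at 37 deg C. Lysed; phospho-Akt Ser473 by HTRF after 24 h, 665/615 ratio.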
Mm-Cpn inhibitor: M. maripaludis TRiC chaperonin inhibition. purified Mm-Cpn ATPase, ADP Transcreener TR-FRET. Potency, µM (titrated, usually from 76.9 µM), for the others: at the top dose activity, negative = inhibition, usual class: inhibitors. 330,000 compounds, 0.031% hits. AID 504842; also: potency is read from the fitted curve at half-maximal effect; % is scaled to controls: 0 for no effect and ±100 for the full control effect; nearly all actives have a fitted effect of over 80% in size
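Eu-cryptate anti-ADP/ADP-d2 competition gives a ratio inversely related to ADP. Enzyme at 25 nM was pre-exposed to compound for 10 min, then given 10 uM ATP for 30 min, 37°C throughout.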
D3 ag: agonists of human D3 dopamine receptor; P35462; 410,000 compounds, 0.58% hits; AID 652048; D3R DiscoveRx beta-arrestin cells, luminescence, 90 min; max activation, %; in the data active = max activation above about 30%; also: 0% is about no effect; mostly tested at two doses, the higher about 12 µM
Target sequence (P35462 whole entry, looked up): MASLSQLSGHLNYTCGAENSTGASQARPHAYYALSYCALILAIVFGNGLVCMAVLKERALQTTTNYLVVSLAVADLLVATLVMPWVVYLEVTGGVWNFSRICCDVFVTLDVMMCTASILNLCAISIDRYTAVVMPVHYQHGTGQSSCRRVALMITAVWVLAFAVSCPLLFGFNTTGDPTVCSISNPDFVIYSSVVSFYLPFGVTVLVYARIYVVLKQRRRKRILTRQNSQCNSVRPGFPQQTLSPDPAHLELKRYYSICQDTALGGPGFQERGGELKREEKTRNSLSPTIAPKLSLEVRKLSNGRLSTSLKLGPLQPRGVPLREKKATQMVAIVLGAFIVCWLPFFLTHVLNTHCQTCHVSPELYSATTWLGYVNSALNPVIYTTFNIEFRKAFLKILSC
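Agonist-mode cell screen: cells plated at 1500/well and incubated overnight at 37 °C, then exposed to library compounds for 90 min at 37 °C. Detection reagent was added for 30–60 min at room temperature, and luminescence was read.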
CCT chaperon mod: modulators of cytosolic chaperonin (CCT/TRiC) activity; 360,000 compounds, 0.3% hits; purified chaperonin ATPase assay, HTRF ADP detection, 30 min; activity change, % (concentration not given with the values), hits read low; in the data active = activity change below about -30%; also: % is scaled to controls: 0 for no effect and ±100 for the full control effect
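Enzyme 40 or 20 nM (batch-dependent) in Tris pH 7.4/KCl/MgCl2/DTT; cpd 76 uM single point; ATP 10 uM; 30 min 37 °C; Transcreener ADP HTRF detection, 30 min RT; ratio 665/615.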
DRD3 antagonist: blocks the human D3 dopamine receptor. AID 652054. 360,000 compounds, 2.5% hits. D3R cells, DiscoveRx beta-arrestin luminescence, antagonist mode; hits give low values. max response, negative = inhibition, %; in the data active = max response below about -50%; inconclusive = no clear call, values can overlap the other calls; also: % is scaled to controls: 0 for no effect and ±100 for the full control effect; mostly tested at two doses, the higher about 12 µM
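Cells expressing the human receptor were seeded at 1500 cells/well, incubated overnight at 37 degrees C in 5% CO2, then exposed to library compounds with dopamine controls for 90 minutes at 37 degrees C before luminescent detection.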
EPAC2 ag: activates human EPAC2 exchange factor; Q8WZA2; EPAC2 activation, biochemical qHTS; response scale: 100% = 6.5 mM cAMP response; Potency, µM (titrated, usually from 154 µM), for the others: top-dose activation, hits mostly activators; 360,000 compounds, 0.079% hits; AID 720711; also: potency is read from the fitted curve at half-maximal effect; nearly all actives have a fitted effect of over 50% in size
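Guanine nucleotide exchange by EPAC2 is measured as reduced fluorescence of BODIPY-GDP once it is released from 250 nM Rap1B. Plates are read kinetically for 30 min at room temperature; results are scaled to 6.5 mM cAMP.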
PTHR1 agonist: PTHR1 (human) receptor agonism | 410,000 compounds, 0.075% hits | Potency, µM (top dose mostly 115 µM), without a hit: at the highest dose activation, actives largely listed as activators | HEK293 GP2 PTHR1 cells, GloSensor cAMP luminescence, 1 h | AID 743266; also: potency is read from the fitted curve at half-maximal effect; nearly all actives have a fitted effect of over 55% in size; some results filed as inactive show a strong effect at the top dose; inactives centre near -15; many of its hits are not listed in these tables
Target sequence (Q03431 whole entry, looked up): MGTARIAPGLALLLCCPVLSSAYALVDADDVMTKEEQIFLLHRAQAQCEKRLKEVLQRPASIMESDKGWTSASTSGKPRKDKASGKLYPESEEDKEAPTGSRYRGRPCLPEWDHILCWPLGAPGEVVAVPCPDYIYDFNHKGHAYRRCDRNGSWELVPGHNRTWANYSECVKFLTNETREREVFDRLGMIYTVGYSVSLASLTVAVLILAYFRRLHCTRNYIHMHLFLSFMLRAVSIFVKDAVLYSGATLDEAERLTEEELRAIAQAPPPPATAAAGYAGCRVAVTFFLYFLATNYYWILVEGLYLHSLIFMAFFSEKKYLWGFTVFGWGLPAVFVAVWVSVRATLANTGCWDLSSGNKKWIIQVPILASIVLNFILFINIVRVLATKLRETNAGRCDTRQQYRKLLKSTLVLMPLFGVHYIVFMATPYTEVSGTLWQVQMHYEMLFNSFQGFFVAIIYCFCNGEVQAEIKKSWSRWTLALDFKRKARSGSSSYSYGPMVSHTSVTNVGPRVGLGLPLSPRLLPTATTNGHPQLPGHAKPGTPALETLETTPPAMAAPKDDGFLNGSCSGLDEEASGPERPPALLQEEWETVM
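HEK-293-derived GP2 cells expressing PTHR1 and a GloSensor cAMP reporter, 3,000/well, plated overnight, given luciferin plus IBMX (each 0.5 mM as added) for 1 h at 37 °C, then compound for 1 h at 37 °C. Luminescence was read after 15 min at room temperature.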
An asterisk follows results filed as active; i = inactive; ? = inconclusive; . = not tested or not shown; & = joins results of further samples; [ ] = dose if it differs, or a comment. Unless noted, calls follow the shape of the dose curve; as a rule, active = well fitted curve in the direction sought with a large enough effect; inconclusive = small, poorly fitted or top-dose-only effect, or another doubt; inactive = no such curve, though single readings can be large; an effect the other way counts as inactive or inconclusive. The list is partial; count on the stated rates, not on these rows.

No.	SMILES	PTHR1 agonist	EPAC2 ag	EPAC2 antagonist	DRD3 antagonist	Akt phos inh	CCT chaperon mod	Mm-Cpn inhibitor	D3 ag
1	CCOc1ccc(C2c3c(oc4cc(C)c(C)cc4c3=O)C(=O)N2CCCN2CCOCC2)cc1 (centres undefined)	-17%	-7%	-4%	-20	i	0.6	-2%	-9
2	CCOC(=O)C1CCN(C(=O)c2cc3cc4ccc(C)cc4nc3o2)CC1	-23%	9%	-6%	2	i	-0.6	-1%	6
3	Cn1nc(C(=O)N2CCN(c3cccc(Cl)c3)CC2)c2c1-c1ccccc1S(=O)(=O)C2	-59%&-7%[inhibitor]	0%	1%	37	i	0.5	-6%	0&4
4	CCCc1nnc(NC(=O)CN2C(=O)c3ccccc3S2(=O)=O)s1	-6%	5%	3%	-8	i	1.6	-1%	1
5	O=C(CCC(=O)N1CCSc2ccccc21)NCCc1ccccc1	i	4%	-21%	3	i	-0.3	0%	-3
6	COc1ccccc1NC(=O)c1ccc(NC2=NC3CS(=O)(=O)CC3S2)cc1 (centres undefined)	-2%	-4%	0%	14	i	1.6	0%	1
7	CCSc1ncc(Cl)c(C(=O)Nc2ccccc2C)n1	i	-12%	1%	-3	i	-1.2	3%	9
8	CC1(C)NC(=O)N(CCOc2ccc3c(c2)CCC3)C1=O	-12%[57.5 µM]	5%	3%	9	i	-3.8	-1%	-12
9	CCOCC(=O)Nc1nnc(C)s1	-21%	6%	18%	-27	i	2.1	-1%	1
10	O=S(=O)(O)CCN1CCOCC1	-3%[57.5 µM]	2%	8%	0	i	-5.7	-2%	4
11	Cc1ccc(-c2nc3c(c(=O)[nH]c(=O)n3CC(C)C)n2CC(C)C)cc1[N+](=O)[O-]	-6%	-13%	-7%	3	i	2.3	-7%	4
12	COC(=O)C1CCN(Cc2ccc(C)cc2)CC1	i	0%	-4%	?	i	0.3	-1%	0
13	CC(C)(C)C(=O)Nc1scc(-c2ccc(-c3ccccc3)cc2)c1C(=O)O	-30%[inhibitor]	1%	-20%	-13	i	1.0	2%	3
14	O=C(CSc1nc(=O)n(CCN2CCOCC2)c2c1CCCC2)Nc1ccc(F)cc1F	i	4%	-8%	6	i	-2.1	0%	3
15	CCC(=O)Nc1ccc(C(=O)NCc2ccccn2)cc1	-19%	-11%	-2%	0	i	0.8	1%	-4
16	Cc1nc(Nc2ccc(Cl)cc2)c(C#N)c(=O)[nH]1	-9%	8%	0%	6	i	-0.3	-2%	3
17	Cc1onc(-c2c(Cl)cccc2Cl)c1C(=O)NC(=S)Nc1sc2c(c1C(N)=O)CCC(C)C2 (centres undefined)	-5%	-6%	-2%	-29	i	0.4	0%	0
18	CC1(C)ON=C(c2cccc(F)c2)NC1=O	-12%	-3%	-17%	-6	i	-0.2	.	1
19	COc1cc(/C=N/NC(=S)NCc2ccco2)cc(OC)c1OC	i	-3%	-8%	18	i	-1.3	0%	-1
20	COc1ccccc1N1CCN(C2CCN(C(=O)c3ccc(F)cc3)CC2)CC1	-26%	0%	0%	-25	i	0.2	3%	-3
21	CC(C)(C)C(=O)NC(=S)NNC(=O)C(c1ccccc1)c1ccccc1	-29%	-16%	5%	-27	i	-0.3	-1%	-18
22	C[C@H](CO)N1C[C@H](C)[C@@H](CN(C)S(=O)(=O)c2ccc3c(c2)OCCCO3)OCc2cn(nn2)CCCC1=O	-4%	11%	3%	-21	i	-3.3	.	-7
23	O=C(CNCc1ccc(Cl)cc1)Nc1ccc(C(=O)N2CCCCCC2)cc1	-19%	1%	-3%	-65*	i	-1.3	0%	-21
24	C=C(C)COc1ccc(-c2ncnc(C(F)(F)F)c2-c2ccc(OC)cc2)c(O)c1	-10%	4%	-1%	-7	i	-0.9	1%	10
25	NS(=O)(=O)c1cccc(NC(=O)CC(NC(=O)c2ccccc2Cl)c2ccccc2)c1 (centres undefined)	i	3%	5%	3	i	-1.1	2%	16
26	C/C(=N/NS(=O)(=O)c1ccc(Cl)cc1)c1cccc(O)c1	-8%[57.5 µM]	-1%	-3%	-18	i	-3.7	0%	-7
27	CCC(=O)Nc1cc(OC)c(NC(=O)c2ccccc2)cc1OC	-6%[57.5 µM]	-2%	-1%	?	i	-2.1	1%	0
28	O=C(c1ccc(COc2ccc(Cl)cc2)o1)N1N=C(C(F)F)CC1(O)C(F)F (centres undefined)	-27%	11%	-19%	6	i	-2.0	0%	5
29	O=C(Nc1ccc(Oc2ccccc2)cc1)c1ccc2nc([C@@H]3O[C@H](CO)[C@H](O)[C@H](O)[C@H]3O)[nH]c2c1	-19%	-3%	4%	-18	i	0.7	.	4
30	Nc1c(N2CCCCC2)c2ccccc2oc1=O	-1%	-4%	-14%	13	i	-1.6	4%	3
31	Cc1ccc(SCC(=O)OCC(=O)N2CCN(C(=O)c3ccco3)CC2)c(C)c1	-11%	-1%	-2%	-22	i	-0.2	-3%	-8
32	Cc1ccc(C(=O)N/N=C(\CC(C)C)c2ccccc2)cc1	-15%	23%	0%	-18	i	1.0	1%	-10
33	Cc1cccc(C(=O)Nc2ccc(Oc3cnccn3)cc2)c1	i	7%	-2%	?	i	-0.3	0%	-1
34	CCOC(=O)c1ccc(NC(=O)CN(Cc2ccc(Cl)cc2)S(C)(=O)=O)cc1	i	11%	-18%	-9	i	-2.4	3%	-24
35	CCOC(=O)[C@]12CCC=C1N(Cc1ccc3c(c1)OCO3)C(=O)[C@H](CC(=O)NCCCCc1ccccc1)C2	i	9%	-5%	-1	i	0.7	.	-10
36	CC1CN(C(=O)c2c([N+](=O)[O-])cnn2C)CC(C)O1 (centres undefined)	-45%[inhibitor]	8%	7%	18	i	-0.8	1%	-5
37	COC(=O)N(C)C[C@H]1OCc2cnnn2CCCC(=O)N([C@H](C)CO)C[C@H]1C	-28%	10%	6%	21	i	1.5	.	-6
38	O=c1cc(-c2ccccc2Cl)oc2c(NS(=O)(=O)c3cc(Cl)cc(Cl)c3O)ccc(O)c12	-48%[inhibitor]	0%	28µM*	26	i	-0.2	2%	36*
39	CCC1Sc2ccc(S(=O)(=O)Nc3ccc(OC)c(OC)c3)cc2NC1=O (centres undefined)	-24%	2%	-4%	24	i	-35*	2%	16
40	COCC(=O)O[C@]1(CCN(C)CCCc2nc3ccccc3[nH]2)CCc2cc(F)ccc2[C@@H]1C(C)C	-8%	1%	-4%	?	i	-1.0	-2%	-75&-19
41	CCCOc1ccc(CSC2=NCCN2)cc1[N+](=O)[O-]	i	5%	11%	0	i	-0.2	1%	3
42	CC(C)OC(=O)Cc1nc2sc(-c3ccccc3)cc2c(=O)[nH]1	-5%	10%	-1%	-19	i	0.3	-3%	-11
43	CCc1ccc(C=NC23CN4CN(CN(C4)C2)C3)s1	i	5%	9%	17	i	-0.5	1%	2
44	CN(C)c1cccc(NC(=O)c2cccc3ccccc23)c1	-18%	25%	-10%	-19	i	-2.1	-3%	-22
45	CC(C)(C)N(NC(=O)Nc1ccc(Cl)cc1)C(=O)c1ccccc1	-11%[57.5 µM]	-2%	-8%	1	i	-1.9	0%	1
46	COc1ccccc1NC(=O)CCc1nnc2ccc(N3CCC4(CC3)OCCO4)nn12	?	12%	12%	-8	i	-0.9	1%	-4
47	COc1cc2c(cc1OC)C(Cc1ccccc1[N+](=O)[O-])=NCC2	i	-2%	-3%	-11	i	-1.4	.	-6
48	CCOC(=O)Nc1sc2c(c1C(N)=O)CCC(C)C2 (centres undefined)	i	20%	0%[57.1 µM]	-4	i	-2.1	-6%	1

As entered above.
DRD3 antagonist, `O=c1cc(-c2ccccc2Cl)oc2c(NS(=O)(=O)c3cc(Cl)cc(Cl)c3O)ccc(O)c12` is entered as 26
DRD3 antagonist, `Nc1c(N2CCCCC2)c2ccccc2oc1=O` is entered as 13
PTHR1 agonist, `CC1CN(C(=O)c2c([N+](=O)[O-])cnn2C)CC(C)O1` (centres undefined) is entered as -45%[inhibitor]
EPAC2 antagonist, `Cc1onc(-c2c(Cl)cccc2Cl)c1C(=O)NC(=S)Nc1sc2c(c1C(N)=O)CCC(C)C2` (centres undefined) is entered as -2%

Structural class: those above with a tert-butyl group (3)
No.	SMILES	PTHR1 agonist	EPAC2 ag	EPAC2 antagonist	DRD3 antagonist	Akt phos inh	CCT chaperon mod	Mm-Cpn inhibitor	D3 ag
13	CC(C)(C)C(=O)Nc1scc(-c2ccc(-c3ccccc3)cc2)c1C(=O)O	-30%[inhibitor]	1%	-20%	-13	i	1.0	2%	3
21	CC(C)(C)C(=O)NC(=S)NNC(=O)C(c1ccccc1)c1ccccc1	-29%	-16%	5%	-27	i	-0.3	-1%	-18
45	CC(C)(C)N(NC(=O)Nc1ccc(Cl)cc1)C(=O)c1ccccc1	-11%[57.5 µM]	-2%	-8%	1	i	-1.9	0%	1

Carrying on.
No.	SMILES	PTHR1 agonist	EPAC2 ag	EPAC2 antagonist	DRD3 antagonist	Akt phos inh	CCT chaperon mod	Mm-Cpn inhibitor	D3 ag
49	CCOC(=O)C1CCN(Cc2cc(C(C)C)c(O)c(C(C)C)c2)CC1	i	6%	2%	-69*	i	-2.9	3%	-15
50	CCOC(=O)c1cc2c(=O)[nH]ccc2nc1C(F)(F)F	-12%	4%	1%	5	i	-1.3	-1%	12
51	CCC(NS(=O)(=O)c1cccs1)c1ccc(C)cc1 (centres undefined)	i	14%	-23%	0	i	0.2	?	1
52	Cc1ccc(/C=C/C(=O)c2ccc(O)cc2)cc1	-58%[inhibitor]	0%	-22%	-20	i	-1.0	0%	-7
53	CC(C)Nc1nc(NC(C)C)nc(Oc2ccc(=O)n(C)n2)n1	i	-4%	11%	4	i	1.1	-9%	2
54	CSc1nc(N2CCOCC2)nc2ccc(C)cc12	-13%	2%	-20%	18	i	-5.7	-23%	20
